# Compound activity as filed in PubChem BioAssay.
# RPL19A TOR yeast – alters RPL19A-GFP fluorescence in TOR pathway yeast screen | 0.3% of 330,000 active | S. cerevisiae RPL19A-GFP strain, flow cytometry, 3 h; stronger effect = lower value | percent response vs DMSO, % at 10 µM;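 active means percent response vs DMSO below 50%; inconclusive means fewer than 70 events counted for the yeast strain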;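 further: median channel GFP fluorescence of the barcoded RPL19A-GFP strain; ratio of sample median GFP to plate DMSO average so 100% = DMSO; lower means less RPL19A-GFP as with rapamycin TOR inhibition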
# AHR activator – human AHR activation; AHR-responsive luciferase reporter cells, luminescence; activation, % at 5 µM; 2.5% of 320,000 active; in the data active means activation above about 47%;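 further: 0% = vehicle wells and 100% = reference agonist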
# MEP2 TOR yeast – modulators of TOR pathway MEP2-GFP in S. cerevisiae | AID 2016 | 0.51% of 330,000 active | S. cerevisiae MEP2-GFP strain, flow cytometry GFP, 3 h; 100% = DMSO control level | GFP response vs DMSO, % at 10 µM;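 active means GFP response versus DMSO above a set limit, roughly screen mean plus 3 SD, cut at about 180% in these data; inconclusive means fewer than 70 cells counted for a yeast strain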;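 further: median GFP fluorescence of the barcode-gated MEP2-GFP cells per well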
# proCasp7 act – activates human procaspase-7, counter-screen for procaspase-3 activators | recombinant procaspase-7, Ac-DEVD-pNA absorbance 405 nm; D23A/D198A/D206A triple mutant, cannot self-cleave; scale: DMSO 0, 5 µM enzyme 100 | activation, % at 8.5 µM | 0.093% of 330,000 active;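 active means percent activation above the screen-wide mean plus 3 SD, cut at about 25% in these data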
#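 Replicates: singlicate. Assay system: Procaspase-7 triple mutant (PC-7 D3A). Signal: 405 nm absorbance of p-nitroaniline. Times: 1 h preincubation, 2 h reaction. Buffer or medium: Zinc-free HEPES pH 7.4 with 300 mM NaCl, 0.01% Triton X-100. Also added: DEVD-pNA substrate. Benchmarks: DMSO wells as 0%, DMSO with 5 µM added PC-7 as 100%.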
# EBNA-1 inh – blocks EBNA-1 binding to DNA. inhibition, % at 14.8 µM. 0.34% of 300,000 active. AID 1950. EBNA-1 DNA binding, fluorescence polarization; in the data active means inhibition above about 28%
# proCasp3 act – activates human procaspase-3. P42574. recombinant procaspase-3 D3A, Ac-DEVD-pNA absorbance 405 nm. activation, % at 8.5 µM. 0.11% of 330,000 active;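 active means activation above the mean of all tested compounds plus 3 SD, cut at about 21% in these data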;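 further: 0% = DMSO alone and 100% = DMSO wells spiked with extra 5 µM PC-3 D3A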
#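 Assay system – Procaspase-3 D3A mutant, all three cleavage aspartates alanine · Controls – DMSO-only low control, 5 µM PC-3 D3A high control · Schedule – 1 h compound preincubation, 2 h substrate hydrolysis at 25 °C · Signal – 405 nm absorbance of p-nitroaniline, reads at 0 and 120 min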
# ZTA DNA inh – ZTA (EBV) inhibition in EBNA-1 counter-screen. P03206. ZTA-DNA binding, fluorescence polarization. inhibition, % at 11 µM. 0.15% of 320,000 active; in the data active means inhibition above about 33%
# LAP4-GFP MLPCN – modulators of TOR pathway LAP4-GFP in S. cerevisiae; 0.34% of 320,000 active; AID 2023; GFP response vs DMSO, % at 10 µM; S. cerevisiae LAP4-GFP multiplex, flow cytometry GFP, 3 h; median GFP as percent of DMSO wells;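 active means GFP response vs DMSO above a set limit, about the screen mean plus 3 SD, cut at about 150% in these data; inconclusive means under 70 cell events counted for the yeast strain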
# * hit, by the source's call; ? = inconclusive; · = not tested or not shown; [ ] = dose if it differs, or a comment.
SMILES,RPL19A TOR yeast,AHR activator,MEP2 TOR yeast,proCasp7 act,EBNA-1 inh,proCasp3 act,ZTA DNA inh,LAP4-GFP MLPCN
CC(C(=O)Nc1ccc(F)c(F)c1F)N(C)Cc1cccs1 (stereo not given),101,-8,96,6,6,4,-12,90
COc1cccc(/C=C/C(=O)Oc2ccc(C(=O)c3ccc(F)cc3)cc2)c1,108,0,101,-6,6,0,7,91
COc1cc(NS(C)(=O)=O)c(OC)cc1NC(=O)c1cccc(F)c1,104,6,113,0,-5,6,-8,105
N#CC1=C(N)Oc2cc3ccccc3cc2C1c1cccs1 (stereo not given),100,13,100,4,-2,-4,4,88
COCCOC1CCN(Cc2cn(Cc3ccccc3)nc2-c2cc3ccccc3o2)CC1,96,0,93,-2,1,5,12,99
CCOC(=O)c1ccc2[nH]c3c(c2c1)CCCC3C(=O)OCC (stereo not given),103,3,109,-3,0,-3,1,110
CCOC(=O)N1CCN(C(=O)Cc2cccs2)CC1,93,0,95,-4,-5,11,1,95
COC(=O)c1c(-c2ccncc2)csc1NC(=O)c1ccoc1C,100,-5,104,7,2,12,-1,100
COc1ccc(Nc2nc(-c3cccs3)cs2)c(OC)c1,94,109*,99,-7,4,0,-15,113
Cc1cc2nc(/C=C/c3nc4cc(C)c(C)cc4[nH]3)[nH]c2cc1C,89[may fluoresce violet],17,89[may fluoresce violet],-15,-3,-6,23,76[may fluoresce violet]
Cc1ccc(/C(N)=N/OC(=O)c2ccc(F)cc2)cc1,96,4,97,3,8,-9,3,142
Fc1ccc(/C=N/n2c(C3CCCCC3)n[nH]c2=S)cc1,96,-1,106,-5,-4,-9,-3,98
CCN(Cc1ccccc1)S(=O)(=O)c1cc(C(=O)OC)n(C)c1,98,-2,99,9,1,4,8,101
CN(C)S(=O)(=O)c1cccc(NC(=O)NCCCl)c1,98,0,101,6,1,-5,-5,98
CC(C)Sc1nnc(-c2c[nH]c3ccccc23)n1C,105,7,94,2,-2,-2,8,98
CCN(CC)CCNC1=NCCn2c1cc1cc(OC)ccc12,95,58*,99,-4,-6,-4,-14,95
CCN1C(=O)C2C(C1=O)N1C(c3ccccc3)C3C(=O)N(CC)C(=O)C3N1C2c1ccccc1 (stereo not given),93,4,91,-10,-9,3,4,90
CCOC(=O)c1sc(=NC(=O)c2ccco2)n(C)c1C,97,18,90,8,7,-5,20,96
CCOc1ccc(S(=O)(=O)N2CCOCC2)cc1NC(=O)CSCc1ccc(C)cc1,101,0,101,-6,·,-6,-11,104
Cc1ccc(NC(=O)CCCSc2nc3ccccc3[nH]2)cc1,111,14,154,6,2,11,-8,123
COc1ccc(CC(=O)Oc2ccc(C(C)C)cc2)cc1S(=O)(=O)N1CCOCC1,100,3,99,9,-2,2,-23,109
O=C(NCc1ccco1)C1CCN(c2nc3ccccc3n2Cc2ccccc2F)CC1,99,-3,92,-10,9,-8,-11,88
O=C(CSc1nnc(-c2ccccn2)o1)Nc1ccccc1Cl,95,5,94,-3,-4,3,1,85
CC1CC(NC(=O)c2c(O)nc3sccn3c2=O)CC(C)(C)C1 (stereo not given),73,0,98,5,3,4,9,112
O=[N+]([O-])c1cccc(S(=O)(=O)NCCOc2cccc3cccnc23)c1,102,12,88,7,4,-5,3,81
CC1(c2ccc(OC(F)F)cc2)NC(=O)N(CC(=O)Nc2cccc(F)c2)C1=O (stereo not given),107,0,106,-1,3,9,-2,100
COc1ccc(OC)c(NC(=O)CCNS(=O)(=O)c2ccc3c(c2)c(=O)n(C)c(=O)n3C)c1,99,4,102,6,0,6,-10,92
Cc1nnc2sc(-c3cccc4ccccc34)nn12,101,3,99,9,-5,4,1,104
CCN(Cc1ccccc1)C(=O)c1cc2c(OC)c(OC)c(OC)cc2[nH]1,104,7,100,-1,-17,1,-3,97
Cn1c(=O)c2c(ncn2CC(=O)N2CCN(c3ccc(F)cc3)CC2)n(C)c1=O,102,-1,106,-2,-14,4,-23,99
Cc1csc2ncc(C(=O)Nc3ccon3)c(=O)n12,104,120*,111,5,5,-6,-15,110
O=[N+]([O-])c1ccc(Cl)c(S(=O)(=O)Nc2ccc(-c3ccc(N4CCCC4)nn3)cc2)c1,96,0,101,1,-4,-1,6,103
CCc1cc(C(=O)N/N=C/c2ccc(OC)cc2)c2ccccc2n1,107,5,104,6,3,1,-1,101
COC(=O)Cc1cc(=O)n2[nH]c(SC)nc2n1,106,5,107,6,12,2,-9,114
Cc1sc2nc(C3CC3)nc(SCC(=O)N3c4ccccc4CC3C)c2c1C (stereo not given),98,3,100,-4,5,-3,-9,98
Nc1ccc(S(=O)(=O)NNC(=O)C(=O)NNc2ccccc2)cc1,97,-1,98,8,12,-2,-7,94
COc1cc2c(=O)n(CC3CCCO3)c(=O)n(CC(=O)Nc3ccc(F)cc3F)c2cc1OC (stereo not given),101,0,87,11,-6,0,9,86
C=CCNC(=O)c1cc(-c2ccc3c(c2)OCO3)on1,104,-1,105,0,3,-2,4,97
CN(C)C(CNc1ncccn1)c1ccccc1 (stereo not given),?,0,?,3,6,2,-1,?
O=S(=O)(c1cccc(-c2nc3n(n2)Cc2ccccc2-3)c1)N1CCCC1,97,2,99,0,-6,0,-4,76

# Grouped by structure, the compounds so far with a nitro group on carbon (two)
SMILES,RPL19A TOR yeast,AHR activator,MEP2 TOR yeast,proCasp7 act,EBNA-1 inh,proCasp3 act,ZTA DNA inh,LAP4-GFP MLPCN
O=[N+]([O-])c1cccc(S(=O)(=O)NCCOc2cccc3cccnc23)c1,102,12,88,7,4,-5,3,81
O=[N+]([O-])c1ccc(Cl)c(S(=O)(=O)Nc2ccc(-c3ccc(N4CCCC4)nn3)cc2)c1,96,0,101,1,-4,-1,6,103

# Compound profiles, as listed above. Order of values: RPL19A TOR yeast, AHR activator, MEP2 TOR yeast, proCasp7 act, EBNA-1 inh, proCasp3 act, ZTA DNA inh, LAP4-GFP MLPCN
# Cc1sc2nc(C3CC3)nc(SCC(=O)N3c4ccccc4CC3C)c2c1C (stereo not given) in the list: 98, 3, 100, -4, 5, -3, -9, 98
# O=S(=O)(c1cccc(-c2nc3n(n2)Cc2ccccc2-3)c1)N1CCCC1 in the list: 97, 2, 99, 0, -6, 0, -4, 76
# Nc1ccc(S(=O)(=O)NNC(=O)C(=O)NNc2ccccc2)cc1 in the list: 97, -1, 98, 8, 12, -2, -7, 94

# Following part:
SMILES,RPL19A TOR yeast,AHR activator,MEP2 TOR yeast,proCasp7 act,EBNA-1 inh,proCasp3 act,ZTA DNA inh,LAP4-GFP MLPCN
COc1cc(C2C3=C(Nc4ncnn42)c2ccccc2CC3)cc(OC)c1OC (stereo not given),98,2,101,-9,1,-7,-34,94
COc1ccccc1-c1oc2ccccc2c1C#CC1(O)CCCCC1,97,4,107,4,·,6,·,124
COc1cccc(OCC(=O)NN=C2c3ccccc3-c3ccccc32)c1,101,5,105,-1,-3,1,-9,106
CC1CC2=C(C(=O)O1)C(c1ccccc1)Nc1ccccc1N2 (stereo not given),103,-1,105,1,-7,4,-1,94
CCCCNC(=O)C1CCCN1C(=O)NC1CCCCC1 (stereo not given),102,-3,104,-14,-11,6,-5,99
Cc1ccc(-c2cccc(C(=O)NCCc3ccccc3)n2)c2ccccc12,97,14,100,5,-3,0,-11,93
CCC1Oc2ccc(C)cc2N(CC(=O)NCCCN2CCN(Cc3ccccc3)CC2)C1=O (stereo not given),91,-2,96,7,-12,-5,-13,95
COc1ccc2c3c([nH]c2c1)C1CC2C(CC(O)C(OC)C2CO)CN1CC3 (stereo not given),98,0,107,-4,-11,2,-13,101
CCCCCCSc1ccc([C@H]2N[C@@](CC(C)C)(C(=O)OC)[C@H]3C(=O)N(C)C(=O)[C@@H]23)cc1,99,1,98,1,3,-1,-3,121
COc1ccc2ccc3c(c2c1)N=C[C@]1(O3)N(C)c2ccccc2C1(C)C,102,8,108,-14,13,-8,15,100
COc1cc(NC(=O)c2cccs2)c(OC)cc1NC(=O)CCn1nnc2ccccc21,97,8,103,2,4,8,-9,100
CCOc1cc(/C=N/NC(=O)c2nnn(-c3nonc3N)c2C)ccc1OCc1cccc(F)c1,107,6,101,1,4,9,18,96
O=C(CN1C(=O)NC2(CCCCC2)C1=O)N1CCOCC1,94,-1,95,3,·,1,-9,87
Cc1ccc(C)c(C(=O)CCC(=O)Nc2cccnc2)c1,89,16,112,11,-4,7,-5,89
COc1ccc(C)cc1NC(=O)CCN1CCN(c2ccccc2)CC1,100,2,93,-1,-12,5,10,97
C=CCNS(=O)(=O)c1ccc2nsnc2c1,95,11,101,4,3,3,12,88
O=C(NCCc1ccc(Cl)cc1)C1CCN(S(=O)(=O)c2ccc(-n3cnnn3)cc2)CC1,97,1,100,10,-4,-2,6,102
O=S(=O)(c1ccc(S(=O)(=O)N2CCN3CCCC3C2)cc1)N1CCCC1 (stereo not given),100,0,99,9,9,-4,5,94
O=C(Nc1cc(C(F)(F)F)ccc1N1CCCC1)C1CCCO1 (stereo not given),101,1,101,-12,·,4,-5,103
O=C(Nc1cccc(C(=O)O)c1)/C(=C\c1ccco1)NC(=O)c1ccccc1Cl,103,2,98,3,4,0,-5,99
O=C(COc1ccc([N+](=O)[O-])cc1)Nc1ccncc1,100,1,103,14,-11,-5,-8,98
CN(C)CCOC(=O)CCc1ccccc1,100,0,99,16,-14,-1,-1,94
Cc1cc(=O)n2[nH]c(C)cc2n1,97,2,105,4,-3,-12,6,103
CCCCCN(C(=O)CCC(=O)OCC(=O)c1ccc(C(C)(C)C)cc1)c1c(N)n(CCCC)c(=O)[nH]c1=O,96,-2,100,10,-10,2,-7,105
COc1ccc(-c2cc3nc4n(c(=O)c3s2)CCC4)cc1,65,-9,111,11,-2,7,8,110
COc1cccc(-n2ccn(CC(=O)NCCc3ccccc3)c(=O)c2=O)c1,103,2,103,-5,-24,-6,-4,99
COc1ccc(N2C(=O)C3CCCN3C2c2cccc(Br)c2)cc1 (stereo not given),97,1,97,0,0,-8,6,108
CCOc1ccc(CCNC(=O)COC(=O)COc2ccc(Br)cc2)cc1OCC,104[may fluoresce green],1,100[may fluoresce green],2,-2,1,-2,101[may fluoresce green]
CC(NCCc1ccc(S(N)(=O)=O)cc1)C(=O)NCc1ccccc1 (stereo not given),102,0,103,6,5,-3,6,95
CC1=C(C#N)C2C(/C1=N/O)C2(C)C (stereo not given),97,-7,105,-1,-9,-1,7,104
CC(C)(C)c1ccc(OCCCC(=O)N2CCOCC2)cc1,101,9,106,22,-1,3,13,90
O=C(COC(=O)/C=C/c1cccc(F)c1)Nc1ccc2[nH]c(=O)[nH]c2c1,98,3,99,0,4,-9,-5,105
O=C1NCCN1CCNS(=O)(=O)c1ccccc1[N+](=O)[O-],95,1,92,-5,-11,3,-6,88
O=C(O)CCCCCNC(=O)c1ccccc1Br,99,2,103,-2,-9,-4,-2,100
Cc1ccc(C(C)C)c(OCC(=O)N/N=C/c2ccc(S(=O)(=O)O)o2)c1,102,0,106,7,5,-2,-5,114
COC(=O)c1cc(Br)c(=O)n(Cc2cccnc2)c1,104,0,102,6,-6,4,-19,96
O=S(=O)(Nc1nc2ccccc2nc1NCC1CCCO1)c1ccccc1 (stereo not given),93,4,93,0,-3,-7,6,97
Cc1cccc(CCNC(=O)CN(C)S(=O)(=O)c2ccc3c(c2)c(=O)n(C)c(=O)n3C)c1,99,0,104,-2,1,-8,-6,102
CC(=O)c1ccc(NC(=S)NC(=O)/C=C/c2ccco2)cc1,101,6,108,-6,-13,0,4,99

# Compounds as they come; overall some 3.8% were active at least once.
